MsrA inhibitor: inhibitors of bovine MsrA. AID 651718. purified bovine MsrA, absorbance read-out. inhibition, % at 15.5 µM. hit rate 0.75% among 360,000; in the data active = inhibition above about 4.5%;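 note: 0% = vehicle wells with enzyme and 100% = reference inhibitor wells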
Starred values were filed as active, the others as inactive. Not all compounds are listed, so the mix of outcomes need not match the whole.

`O=c1[nH]c(CSc2nc3ccccc3s2)nc2cc(Cl)ccc12` gave MsrA inhibitor 0.8.
COC(=O)C1=C(C)N(Cc2ccccc2C(F)(F)F)C(=NCc2ccccc2C(F)(F)F)NC1c1ccc(Cl)cc1 (stereo unspecified) was read as MsrA inhibitor -1.4.
For Cc1ccccc1-n1nc2c(c1NC(=O)c1cc3ccccc3oc1=O)CS(=O)(=O)C2 the results were MsrA inhibitor -0.6.
For CCCCCCN(C(=O)CCCCCN1C(=O)NC(c2ccccc2)C(C(=O)OCc2ccccc2)=C1C)C(C(=O)NCCCC)c1ccc(OCC(=O)OC)c(C(=O)OC)c1 (stereo unspecified) the results were MsrA inhibitor 1.6.
`O=C1CCC(NC(=O)Cc2ccccc2)C(=O)N1` (stereo unspecified) gave MsrA inhibitor 1.2.
O=C(COC(=O)c1ccc(O)cc1)Nc1ccc(Cl)cc1 was read as MsrA inhibitor -0.2.
Screening CCCCS(=O)(=O)N1CCCc2nc(CC)c(CC)cc21 returned MsrA inhibitor 0.5.
`Cn1ncc(C#N)c1NC(=O)C1CC(c2ccccc2Cl)=NO1` (stereo unspecified) gave MsrA inhibitor -1.6.
`CCOC(=O)C1=CCC(c2ccc([N+](=O)[O-])cc2)N(S(=O)(=O)c2ccc(C)cc2)C1` (stereo unspecified) gave MsrA inhibitor -0.1.
Screening CCOC(=O)n1cc(-c2cnc(CNC(=O)C(C)(c3ccccc3)c3ccccc3)o2)c2ccccc21 returned MsrA inhibitor 0.1.
C[C@H]1NS(=O)(=O)c2cccc(Cl)c2O[C@@H]1c1ccccc1 was read as MsrA inhibitor 0.1.
For COC(=O)C1=C(C)N(Cc2cccc(C(F)(F)F)c2)C(=NCC2CC2)NC1c1ccccc1C(F)(F)F (stereo unspecified) the results were MsrA inhibitor -2.1.
`OC1(C#Cc2c(-c3ccsc3)sc3ccccc23)CCCCC1` gave MsrA inhibitor 0.3.
Screening Cc1ccc2c(c1)-n1c(nc3ccc(C)cc3c1=O)C(Cc1ccc(O)cc1)NC2=O (stereo unspecified) returned MsrA inhibitor 0.8.
For COc1ccc(-c2ccc3c(n2)CCCN3S(=O)(=O)c2ccccc2C)cc1 the results were MsrA inhibitor 0.0.
For CC(C)CC1NC(=O)c2ccc(Cl)cc2-n2c1nc1ccc(F)cc1c2=O (stereo unspecified) the results were MsrA inhibitor -1.0.
CCCc1nc2c3ccccc3ccn2c1Cc1ccccc1OC was read as MsrA inhibitor -0.1.
`COC(=O)c1ccc(N)c2c(N)ccc(C(=O)OC)c12` gave MsrA inhibitor 1.3.
COC(=O)[C@]12C[C@H](CC(=O)N3CCCCC3)C(=O)N(Cc3ccccc3)C1=C[C@H](C(C)(C)C)O[C@@H]2C was read as MsrA inhibitor 1.0.
Cc1ccc2nc(-c3ccc(F)cc3)c(Cc3ccsc3)n2c1 was read as MsrA inhibitor 1.0.
`COC(=O)[C@]1(CC(C)C)NC=C(C(=O)c2ccccc2)[C@@H]1c1cccs1` gave MsrA inhibitor 0.7.
For Cc1ccc(S(=O)(=O)/N=C2/NC(=O)/C(=C/c3ccncc3)S2)cc1 the results were MsrA inhibitor 0.5.
Cc1ccc(C(=O)NNC(=O)CSc2nnc(CNc3ccc(F)cc3)n2C)cc1 was read as MsrA inhibitor 0.7.
`COC(=O)C1=C(C)N(Cc2ccc(Cl)cc2)C(=S)NC1c1cccc(OC)c1` (stereo unspecified) gave MsrA inhibitor -0.3.
`COC(=O)Cc1nnn2c1[C@H](C)[C@H](c1ccccc1Br)OCC2` gave MsrA inhibitor 0.3.
`COC(=O)[C@]12C[C@H](CC(=O)N3CCSCC3)C(=O)N(Cc3ccccc3)C1=C[C@H](C1CCCC1)O[C@@H]2C` gave MsrA inhibitor 0.9.
Screening COC(=O)c1c(NC(=O)CN2CCN(c3ccccc3OC)CC2)c2c(C)cccc2n1C returned MsrA inhibitor 0.1.
Cc1nn(C2CCCO2)c(=O)nc1N (stereo unspecified) was read as MsrA inhibitor -1.2.
For COCc1cc(N2CCN(C(=O)OC(C)(C)C)C[C@H]2C)ccc1N1CC[C@@H](O)C1 the results were MsrA inhibitor 0.6.
CCNC(=O)N1CCN(c2ccc(N3CCN(C(=O)NCC)[C@@H](C)C3)c(C)c2)[C@H](C)C1 was read as MsrA inhibitor 1.6.
`COc1ccc(-c2cc(NC(=O)Cc3c[nH]c4ccccc34)ccc2N(C)c2cccnc2)cc1F` gave MsrA inhibitor 0.5.
`O=S1(=O)N[C@H](c2ccccc2)COc2cc(Br)ccc21` gave MsrA inhibitor -0.3.
For COCc1[nH]nc2c1C(c1ccc(Br)cc1)N(c1ccc(OC)cc1)C2=O (stereo unspecified) the results were MsrA inhibitor 0.9.
Screening O=C(NCc1ccccc1)[C@H]1CCCN1C(=O)[C@H]1CCCN1C(=O)N1CCCCC1 returned MsrA inhibitor -0.6.
For COc1ccc2ccccc2c1CN1CCN(c2ncc(Cc3ccccc3)cn2)CC1 the results were MsrA inhibitor 2.3.
For CCOC(=O)CN1C(=O)N[C@@H](CCc2ccccc2)C(C(C)=O)=C1C the results were MsrA inhibitor 0.6.
Screening Cc1ccc(C2c3c(n[nH]c3C)C(=O)N2Cc2ccccc2)cc1 (stereo unspecified) returned MsrA inhibitor 0.9.
`Cc1[nH]c2ccccc2c1CC(=O)Nc1ccc(Nc2cccnc2)c(-c2ccc(Cl)c(Cl)c2)c1` gave MsrA inhibitor 1.4.
For COc1ccc(NC(=O)N(C)C[C@H]2OCCCC[C@H](C)Oc3ccc(NC(=O)Nc4cccc5ccccc45)cc3C(=O)N([C@@H](C)CO)C[C@H]2C)cc1 the results were MsrA inhibitor 1.8.
`COc1cc(/C=N/Nc2ccccc2)ccc1OC(=O)c1cccs1` gave MsrA inhibitor 0.3.
Screening COC(=O)C1=C(C)N(Cc2ccccc2)C(=S)NC1c1ccc(Cl)cc1 (stereo unspecified) returned MsrA inhibitor -0.1.
CC(=O)N1C[C@H]2CON(C)[C@H]2C[C@H]1c1ccccc1-c1ccccc1 was read as MsrA inhibitor -0.3.
For CC12CC(NC(=O)N1c1cccc(C(=O)NCc3ccccc3)c1)c1ccccc1O2 (stereo unspecified) the results were MsrA inhibitor -1.2.
For O=C(/C=C/c1ccc(N2CCC(c3ccccc3)=N2)cc1)c1ccccc1 the results were MsrA inhibitor 0.6.
`COc1cccc(C(=O)N[C@H](C(=O)N2CCC[C@H]2C(=O)NCCc2ccccc2Cl)C(C)C)c1` gave MsrA inhibitor -0.5.
Screening Cc1c(NC(=O)C(C)OC(=O)c2cccc(S(=O)(=O)N3CCOCC3)c2)c(=O)n(-c2ccccc2)n1C (stereo unspecified) returned MsrA inhibitor -0.7.
Cc1[nH]nc2c1C(c1ccc3c(c1)OCO3)N(Cc1ccccc1)C2=O (stereo unspecified) was read as MsrA inhibitor -0.4.
`CC1(C)CC(=O)C=C(c2ccccc2-c2ccc3c(c2)OCO3)C1=O` gave MsrA inhibitor 1.7.
Screening COc1ccccc1-c1c(NC(=O)c2ccco2)n(C)c2ccccc2c1=O returned MsrA inhibitor 0.5.
COc1cccc(CNC(=O)[C@H]2CCCN2C(=O)[C@H]2CCCN2C(=O)c2ccc(F)cc2F)c1 was read as MsrA inhibitor -0.2.
`CCCCNc1cccc2c1S(=O)(=O)N[C@H](CC(C)C)CO2` gave MsrA inhibitor 1.9.
CCCC#C/C(CCC)=C1\c2ccccc2C(=O)N1c1ccccc1 was read as MsrA inhibitor 0.0.
O=c1c2cc(-c3ccccc3)sc2nc2n1CCC2 was read as MsrA inhibitor 0.8.
CCOC(=O)C1CSCCS(=O)(=O)N1Cc1cccc(F)c1 (stereo unspecified) was read as MsrA inhibitor 0.9.
For C[C@H](CO)N1C[C@H](C)[C@@H](CN(C)C(=O)c2ccc(N3CCN(C)CC3)cc2)OCc2cn(nn2)CCCC1=O the results were MsrA inhibitor 1.9.
Screening COC(=O)c1cc2c(c3c4cc(F)ccc4n(S(=O)(=O)c4ccccc4)c13)C(=O)N(Cc1ccc(N(C)C)cc1)C2 returned MsrA inhibitor 0.4.
COc1ccccc1-c1cccc2[nH]c3c(c12)CCN1C(=O)[C@H]2[C@H](C)ON(C)[C@H]2C[C@@H]31 was read as MsrA inhibitor -0.4.
Nc1[nH]c(C(=O)c2ccccc2)c(-c2ccc(F)cc2)c1C(=O)c1c[nH]c2ccccc12 was read as MsrA inhibitor 0.3.
`CCc1c(-c2ccccc2)ncn1CCc1ccccc1OC` gave MsrA inhibitor -0.2.
Cc1cc(N=O)no1 was read as MsrA inhibitor -0.8.

An excerpt from the list above, for reference:
`CCCCNc1cccc2c1S(=O)(=O)N[C@H](CC(C)C)CO2` gave MsrA inhibitor 1.9.
CCCC#C/C(CCC)=C1\c2ccccc2C(=O)N1c1ccccc1 was read as MsrA inhibitor 0.0.
O=c1c2cc(-c3ccccc3)sc2nc2n1CCC2 was read as MsrA inhibitor 0.8.
CCOC(=O)C1CSCCS(=O)(=O)N1Cc1cccc(F)c1 (stereo unspecified) was read as MsrA inhibitor 0.9.
For C[C@H](CO)N1C[C@H](C)[C@@H](CN(C)C(=O)c2ccc(N3CCN(C)CC3)cc2)OCc2cn(nn2)CCCC1=O the results were MsrA inhibitor 1.9.

(more compounds)
`COc1cc(OC)cc(-c2cc3nc4c(c(N5CCN(c6cnccn6)CC5)n3n2)CCCC4)c1` gave MsrA inhibitor -1.0.
For NC(=O)c1ncn([C@@H]2O[C@H](C(=O)N3CCCN(Cc4ccccc4F)CC3)[C@@H](O)[C@H]2O)n1 the results were MsrA inhibitor -0.9.
`O=C1NC(Cc2ccc(O)cc2)c2nc3cc(F)ccc3c(=O)n2-c2cc(Cl)ccc21` (stereo unspecified) gave MsrA inhibitor 0.9.
For COc1ccc(C2=NOC(C(=O)NCc3cccs3)C2)cc1OC (stereo unspecified) the results were MsrA inhibitor 0.0.
Screening O=C(CCC(=O)N1CCN(c2ccc(F)cc2)CC1)c1ccc(F)cc1 returned MsrA inhibitor -1.5.
`CCCCCCCCN1C(=O)[C@@H](CC(=O)N2CCN(C(=O)c3ccco3)CC2)C[C@@]2(C(=O)OC)C1=C[C@H](C(C)(C)C)O[C@@H]2C` gave MsrA inhibitor -0.5.
For O=S(=O)(c1ccc(C(F)(F)F)cc1)N1CCCc2nc(-c3ccccc3)ccc21 the results were MsrA inhibitor -0.2.
`Nc1ncnc2c1ncn2[C@@H]1O[C@H](C(=O)N[C@@H](CCc2ccccc2)C(=O)N2CCCN(Cc3cccs3)CC2)[C@@H](O)[C@H]1O` gave MsrA inhibitor -0.8.
For COc1cccc(CNC(=O)[C@H]2CCCN2C(=O)[C@H]2CCCN2C(=O)c2ccccc2)c1 the results were MsrA inhibitor -0.1.
For COc1ccc(CCN2CC(=O)N3CCc4ccc(N5CCOCC5)cc4C3CC2=O)cc1OC (stereo unspecified) the results were MsrA inhibitor 0.2.
For COC(=O)c1cc2c(c3c4cc(OC)ccc4n(S(=O)(=O)c4ccc(OC)cc4)c13)C(=O)N(Cc1ccc(N(C)C)cc1)C2 the results were MsrA inhibitor 0.7.
Screening Cn1c(SCC(=O)O)nnc1-c1ccc2ncccc2c1 returned MsrA inhibitor -0.3.

Sorted by number of heavy atoms (rising): part of the list above
For COc1ccc(C2=NOC(C(=O)NCc3cccs3)C2)cc1OC (stereo unspecified) the results were MsrA inhibitor 0.0.
For COc1ccc(CCN2CC(=O)N3CCc4ccc(N5CCOCC5)cc4C3CC2=O)cc1OC (stereo unspecified) the results were MsrA inhibitor 0.2.
`CCCCCCCCN1C(=O)[C@@H](CC(=O)N2CCN(C(=O)c3ccco3)CC2)C[C@@]2(C(=O)OC)C1=C[C@H](C(C)(C)C)O[C@@H]2C` gave MsrA inhibitor -0.5.

The results go on.
Screening Nc1[nH]c(C(=O)c2ccccc2)c(-c2ccccc2Br)c1C(=O)c1cccs1 returned MsrA inhibitor 0.6.
Screening Cc1nc2c(C(=O)NCc3cccs3)cnn2c(C)c1Cc1ccc(F)cc1 returned MsrA inhibitor -0.3.
For O=C(NC(NC1CCS(=O)(=O)C1)C(=O)c1cccs1)c1ccccc1 (stereo unspecified) the results were MsrA inhibitor -0.3.
For COc1cc(NC(=O)c2cccnc2)ccc1-c1cc2ccccc2oc1=O the results were MsrA inhibitor 0.5.
Screening Cc1cc2c(c(=O)o1)[C@@]1(C(=O)N(c3ccccc3)c3ccccc31)C1=C(CCCC1=O)O2 returned MsrA inhibitor 0.1.
CCN(CC)c1ccc2nc3c4ccccc4c(=O)cc-3oc2c1 was read as MsrA inhibitor 1.0.
CC(=O)C1=C(C)N(Cc2ccc(Br)cc2)C(=S)NC1c1cccc(F)c1 (stereo unspecified) was read as MsrA inhibitor 0.4.
For O=C1OCC2=Nc3cccc4cccc(c34)N12 the results were MsrA inhibitor 1.1.
CC(C)(C)OC(=O)N[C@H]1C=C[C@@H](CC(=O)OCC(F)(F)F)C1 was read as MsrA inhibitor 0.0.
Screening Cc1ccc(OCc2nnc(NC(=O)Cc3cccs3)s2)cc1 returned MsrA inhibitor -1.0.
Screening COC(=O)C1C(=O)c2c([nH]c(C(=O)OCCOC(C)C)c2C)CC1C (stereo unspecified) returned MsrA inhibitor -1.8.
CCCN(CCC)C(=O)c1cc([N+](=O)[O-])cc2c1-c1ccc([N+](=O)[O-])cc1C2=C(C#N)C#N was read as MsrA inhibitor -0.6.
`C=CCCC1CN(Cc2ccc(OC)cc2)S(=O)(=O)c2c(cccc2Sc2ccc(OC)c(OC)c2)O1` (stereo unspecified) gave MsrA inhibitor 0.9.
`CN(CC(=O)N1CCCCCC1)S(=O)(=O)c1ccc(Br)s1` gave MsrA inhibitor -0.8.
O=C(CNC(=O)/C=C/c1ccccc1)N=Nc1c(O)n(Cc2ccccc2)c2ccccc12 was read as MsrA inhibitor -1.6.
`O=[N+]([O-])c1cccc(N=Cc2sc3ccccc3c2O)c1` gave MsrA inhibitor 0.6.
`COc1ccc2cc3c(N)c(C(=O)N4CCCC4)sc3nc2c1` gave MsrA inhibitor 1.4.

Looked up by compound from the entries so far, 2 records:
Screening Cc1ccc(C2c3c(n[nH]c3C)C(=O)N2Cc2ccccc2)cc1 (stereo unspecified) returned MsrA inhibitor 0.9.
Cc1ccc2nc(-c3ccc(F)cc3)c(Cc3ccsc3)n2c1 was read as MsrA inhibitor 1.0.

Assay outcomes deposited in PubChem by The Scripps Research Institute Molecular Screening Center.
